TNAP act DEA = activates human TNAP at intermediate phosphate acceptor concentration; P05186; purified TNAP, CDP-star luminescence, 100 mM DEA, 30 min; hits give high values; scale: 0 levamisole-inhibited, 1 vehicle-only enzyme; activation factor at 20 µM; 64,000 tested, under 10 active; AID 813;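 active = activation factor of at least 2 at 20 µM, relative to controls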
Target sequence (P05186 whole entry, looked up): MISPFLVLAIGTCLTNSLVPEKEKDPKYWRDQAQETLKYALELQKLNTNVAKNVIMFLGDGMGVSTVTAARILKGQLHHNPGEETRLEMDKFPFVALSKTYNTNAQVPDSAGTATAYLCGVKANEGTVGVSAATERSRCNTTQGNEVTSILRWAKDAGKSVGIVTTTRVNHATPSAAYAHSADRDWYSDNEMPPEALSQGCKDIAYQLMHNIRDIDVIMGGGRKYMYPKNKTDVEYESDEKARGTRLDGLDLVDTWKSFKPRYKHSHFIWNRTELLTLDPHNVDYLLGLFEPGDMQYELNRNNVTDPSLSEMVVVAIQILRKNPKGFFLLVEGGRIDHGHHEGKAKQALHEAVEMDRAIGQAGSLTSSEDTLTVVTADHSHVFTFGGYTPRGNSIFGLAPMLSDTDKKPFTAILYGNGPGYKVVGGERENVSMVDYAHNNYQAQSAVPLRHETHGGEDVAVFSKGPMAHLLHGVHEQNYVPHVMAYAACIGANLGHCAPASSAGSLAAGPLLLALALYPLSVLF
tolC growth inh = E. coli tolC mutant growth inhibition; hit rate 2.2% among 65,000; growth inhibition, % at 10 µM (by protocol); E. coli BW25113 tolC mutant growth, OD615;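 active = growth inhibition at or above a cutoff equal to the mean over every tested compound plus 3 SD, cut at about 60% in these data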;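 also: growth measured after 20 h incubation at 37 °C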
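Test system – E. coli BW25113 ΔtolC::kan, tolC deletion mutant strain · Detection – OD at 615 nm · Buffer or medium – LB with kanamycin 50 µg/mL · Times – 20 h compound exposure of bacteria at 37 °C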
D1 mod = allosteric modulators of human D1 dopamine receptor | B-score at 10 µM | hit rate 5.9% among 58,000 | HEK293 D1, CRE-luciferase, dopamine EC30 potentiation; actives deviate in either direction;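 active = luminescence count or its row- and column-corrected plate score outside the 99.7% band of the plate's sample wells, on either side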
NADH enzymes = blocks coupling enzymes of NAD/NADH assays; AID 774; coupled PK/LDH NADH assays, four targets; IC50, µM (series often up to 10 µM), without a hit: at the top dose inhibition; hit rate 0.02% among 65,000;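 active = single-dose screening hits from any of four coupled enzyme assays that gave an IC50 when retested across doses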;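 also: the DPM-DC format reads NADH fluorescence rather than 340 nm absorbance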
HEK293 NFkB inh = lowers PMA/ionomycin-induced NF-kB signal in HEK293 cells | inhibition, % at 3 µM | hit rate 0.21% among 62,000 | HEK-293 NF-kB luciferase reporter, luminescence | AID 465;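 active = inhibition above the mean of all tested compounds plus 3 SD, cut at about 40% in these data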;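 also: 0% = stimulated DMSO wells and 100% = 10 µM reference inhibitor 5653914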
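Signal: luciferase luminescence; Material: HEK-293 cells with stable firefly luciferase reporter driven by four HIV NF-kB elements; Probe or stimulus: PMA with ionomycin; Replication: tested once; Times: 1 h compound pretreatment, then 16 h stimulation at 37 °C, 5% CO2; Benchmarks: DMSO and 10 µM reference inhibitor; Evaluation: per-plate % inhibition versus controls.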
M1 ag = agonists of M1 muscarinic receptor; CHO-M1 cells, Fluo-4 calcium fluorescence, agonist mode; hits give high values; hit rate 3% among 64,000; B-score at 10 µM;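 active = fluorescence rise, raw or as B-score row- and column-corrected plate score, outside the 99.7% band of its plate's samples, either direction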
SF1 activator = activates the human nuclear receptor SF-1 | Q13285 | CHO-K1 Gal4-SF-1 LBD luciferase reporter; % increase over DMSO SF-1-specific signal | activation, % at 10 µM | hit rate 1.9% among 65,000 | AID 522;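 active = activation above the mean activation of all tested compounds plus 3 SD, cut at about 50% in these data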
Target sequence (Q13285 whole entry, looked up, the tested form may be a part): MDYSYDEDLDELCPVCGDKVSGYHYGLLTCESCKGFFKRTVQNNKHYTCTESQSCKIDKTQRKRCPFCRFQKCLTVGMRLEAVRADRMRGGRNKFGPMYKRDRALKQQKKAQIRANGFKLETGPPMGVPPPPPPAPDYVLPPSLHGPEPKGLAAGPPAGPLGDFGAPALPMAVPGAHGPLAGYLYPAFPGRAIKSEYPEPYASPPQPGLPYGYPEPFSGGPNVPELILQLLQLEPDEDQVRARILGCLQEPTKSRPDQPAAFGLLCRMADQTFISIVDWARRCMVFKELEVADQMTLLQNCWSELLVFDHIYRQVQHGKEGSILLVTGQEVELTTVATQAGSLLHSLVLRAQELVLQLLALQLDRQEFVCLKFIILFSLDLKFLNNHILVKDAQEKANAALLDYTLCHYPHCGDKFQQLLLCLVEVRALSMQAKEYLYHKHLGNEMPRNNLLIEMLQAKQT
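Compound – one dose, 10 µM compound, 1% DMSO · Test system – transient Gal4-SF-1 LBD reporter, CHO-K1 · Input – 4,000 cells in each well · Read-out basis – percent activation relative to DMSO median and mock-transfected background · Replicates – single measurement per compound · Technique – steady-glow luciferase luminescence, read after 15 min reagent incubation · Timing – 20 h compound treatment, 37 °C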
Jurkat viability = cytotoxic compounds reducing Jurkat cell viability; inhibition, % at 4 µM; Jurkat E6.1 viability, ATP luminescence, 48 h; hit rate 1.2% among 56,000;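 active = inhibition above the mean inhibition of all tested compounds plus 3 SD, cut at about 28% in these data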
M1 antag = blocks the rat M1 muscarinic receptor response to acetylcholine. P08482. AID 628. hit rate 3.4% among 64,000. B-score at 10 µM. CHO-M1 cells, Fluo-4 calcium, ACh EC80 antagonist mode; hits give low values;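 active = calcium fluorescence response, raw or row-and-column corrected B-score, differing from the plate sample mean either way at a set confidence level, mostly lower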
Active calls of the source: *; nt = no result given; [ ] = remark or other dose.

Letters – A = TNAP act DEA; B = tolC growth inh; C = D1 mod; D = NADH enzymes; E = HEK293 NFkB inh; F = M1 ag; G = SF1 activator; H = Jurkat viability; I = M1 antag
O=c1ccc(Oc2nc(N3CCCCC3)nc(N3CCCCC3)n2)n[nH]1
  A: 1; B: -2; C: 1.1; D: 5%; E: 4; F: -0.59; G: 22; H: -4; I: 0.13

CCC(=O)Nc1nn(C)c2nc3c(C)cccc3cc12
  A: 1; B: -3; C: -0.3; D: 4%; E: 20; F: 0.64; G: 6; H: 6; I: 1.1

O=C1CCCc2c1cc(C(=O)NCc1ccco1)c(=O)n2-c1ccccc1
  A: 0.9; B: -6; C: 0.32; D: 8%; E: 7; F: 1.8; G: 1; H: -1; I: 0.74

CC(C)n1nc(C(=O)NCCc2ccc(S(N)(=O)=O)cc2)c2ccccc2c1=O
  A: 0.9; B: -3; C: nt; D: 5%; E: 2; F: -0.31; G: 7; H: nt; I: -0.021

CC(=O)N1CCc2cc(S(=O)(=O)NC(C(=O)NC3CCCc4ccccc43)C(C)C)ccc21 (configuration not stated)
  A: 0.9; B: -24; C: 0.13; D: 6%; E: 14; F: -1; G: -4; H: -5; I: 0.0031

CC1Cc2nc(SCC(=O)NCc3ccco3)n(Cc3ccccc3)c(=O)c2S1 (configuration not stated)
  A: 0.9; B: 13; C: 0.0078; D: 7%; E: -2; F: 1.3; G: 13; H: -2; I: 0.4

Cc1ccc2c(c1)C(c1ccc(F)cc1)N(C(=O)C1CC1)CC(=O)N2 (configuration not stated)
  A: 0.9; B: 0; C: 0.45; D: 4%; E: 10; F: 0.076; G: -12; H: 0; I: -0.005

O=C(Nc1cccc(OCC(=O)N2CCOCC2)c1)C1CCCCC1
  A: 0.9; B: -9; C: nt; D: 1%; E: 15; F: -0.055; G: 4; H: -1; I: 0.72

Nc1nc2nc(SCC(=O)N3CCCc4ccccc43)[nH]c2c(=O)[nH]1
  A: 1; B: -22; C: 0.52; D: 1%; E: 15; F: 0.45; G: -4; H: 4; I: 0

CCCc1cc(=O)oc2cc(OCC(=O)OC)cc(OCC(=O)OC)c12
  A: 0.9; B: -1; C: 0.83; D: 3%[fluoresces]; E: 6; F: -0.78; G: 8; H: -1; I: 0.12

CN(c1ccccc1C(=O)N1CCc2ccccc2C1)S(C)(=O)=O
  A: 1; B: -7; C: nt; D: 5%; E: 7; F: -0.11; G: 1; H: -5; I: 1.4

Cc1cccc(Nc2ccccc2C(=O)OCC(=O)N2CCOCC2)c1C
  A: 1; B: 29; C: -0.22; D: 8%; E: 10; F: 1; G: -4; H: 8; I: -4.2*

CCOCCn1c(CN2CCN(CCO)CC2)nc2c1c(=O)n(C)c(=O)n2C
  A: 1; B: -18; C: -0.65; D: 2%; E: 12; F: -0.014; G: -5; H: -4; I: 0.67

CSCC[C@H](NC(=O)OC(C)(C)C)c1nnc(SCC=C(C)C)o1
  A: 0.9; B: 19; C: -0.024; D: 8%; E: 4; F: -0.019; G: -8; H: 3; I: 1.3

c1nnc2c3c4c(sc3ncn12)CCCC4
  A: 0.9; B: -2; C: 1; D: 4%; E: 21; F: 0.033; G: -15; H: -2; I: 0.27

CC(O)CN1C(=O)C(CC(=O)Nc2ccc(Cl)cc2)SC1=Nc1ccccc1 (configuration not stated)
  A: 0.9; B: 23; C: -0.85; D: 3%; E: 23; F: -0.47; G: 3; H: nt; I: -0.21

CCS(=O)(=O)Nc1cc(-c2nc3cccnc3s2)ccc1C
  A: 0.9; B: 1; C: 2.1; D: 16%; E: -17; F: 0.64; G: 71*; H: -11; I: 0.14

CCOc1ccc(NC(=O)N(C2CCCCC2)C(C)c2ccncc2)cc1 (configuration not stated)
  A: 1; B: -17; C: -0.56; D: 7%; E: 11; F: -0.29; G: -11; H: 14; I: 0.0068

O=C(Nc1cccc(Oc2c(F)c(F)c(F)c(F)c2F)c1)N1C[C@@H]2C[C@@H](C1)c1cccc(=O)n1C2
  A: 1; B: 10; C: 1.4; D: 5%; E: 23; F: 0.043; G: -8; H: 2; I: -0.025

COC(=O)c1cc(-c2ccc(OC)c(OC)c2)n[nH]1
  A: 0.8; B: -8; C: 7*; D: 7%; E: 1; F: -0.12; G: 15; H: nt; I: 0.68

O=C(Nc1nc(-c2ccccc2)cs1)C1CCCCN1S(=O)(=O)c1ccccc1 (configuration not stated)
  A: 0.8; B: 21; C: -0.95; D: 3%; E: 15; F: 0.39; G: 3; H: 12; I: -0.68

Cc1cc(-c2ccccc2)c2c3c(cn2n1)c(=O)n(C)c(=O)n3C
  A: 0.9; B: 4; C: 3.9; D: 1%; E: -4; F: -0.43; G: 12; H: 3; I: 1.4

O=C(Nc1ccncc1)c1cc2ccccc2oc1=O
  A: 0.9; B: 16; C: nt; D: 4%; E: -8; F: -0.59; G: 23; H: 1; I: 0.28

CC1(C)CCCN(C(=O)c2coc(=O)c(Br)c2)C1
  A: 0.9; B: -9; C: 0.11; D: 6%[fluoresces]; E: 11; F: -1; G: 8; H: -7; I: 0.84

CC(=O)Nc1c(C(=O)O)[nH]c2ccccc12
  A: 0.9; B: -15; C: -0.67; D: 2%; E: -4; F: -0.13; G: -2; H: 5; I: 0.85

Cc1ccc2[nH]c(=O)c(-c3nc4cc(C)ccn4c3NCc3ccco3)cc2c1
  A: 0.9; B: 39; C: -2.5; D: 7%; E: 9; F: 0.097; G: 22; H: 3; I: -3.3*

CC(O)/C=C/c1cccc[n+]1C (configuration not stated)
  A: 0.9; B: -19; C: -0.24; D: 8%; E: 16; F: 0.13; G: -1; H: 0; I: -0.41

Cc1ccc(Cn2c(SCC(C)C)nc3c2c(=O)n(C)c(=O)n3C)cc1
  A: 0.9; B: 92*; C: 0.097; D: 4%; E: 4; F: -0.31; G: 4; H: -3; I: -0.14

Cc1c(C)[n+](=O)c(-c2cccs2)c(C)n1[O-]
  A: 1; B: -9; C: -0.33; D: 1%; E: 10; F: -0.12; G: 7; H: -9; I: -0.62

FC(F)(F)c1cccc(-n2cccc2/C=N/n2cnnc2)c1
  A: 0.9; B: 1; C: nt; D: 2%; E: nt; F: -0.014; G: 0; H: nt; I: 0.02

Cc1cccc(NC(=O)CN(C)S(=O)(=O)c2cnc[nH]2)c1
  A: 0.9; B: -5; C: -0.042; D: 3%; E: 16; F: -0.33; G: 7; H: -3; I: -0.38

COC(=O)CC1Nc2ccccc2SC1=O (configuration not stated)
  A: 1; B: -14; C: nt; D: 4%; E: 5; F: 0.058; G: -15; H: 6; I: 0.87

COc1ccc2[nH]c3nc(SC(C)C)nnc3c2c1
  A: 1; B: -11; C: -4*; D: 4%; E: -35; F: -0.86; G: -63; H: 6; I: -0.88

O=C(CCCCCN1C(=O)C2C3C=CC(C3)C2C1=O)Nc1nccs1 (configuration not stated)
  A: 0.9; B: -11; C: -0.35; D: 3%; E: 2; F: 0.065; G: 1; H: -8; I: 0.72

C=CCNc1nc(NC(C)(C)CO)nc(OCC)n1
  A: 1; B: -6; C: 2.1; D: 3%; E: 7; F: nt; G: -2; H: 1; I: nt

COc1ccc(N2C(=O)CCC(C(=O)N3CCCCC3)C2c2ccc(F)cc2)cc1 (configuration not stated)
  A: 0.9; B: -3; C: 0.82; D: 3%; E: 11; F: -0.3; G: 1; H: 0; I: -0.42

O/N=C1\CCCCc2ccccc21
  A: 0.9; B: -8; C: nt; D: 3%; E: 16; F: -0.59; G: -8; H: 4; I: 0.62

COC(=O)COc1nc(C)c2c(c1C#N)CC(C)(C)OC2
  A: 1; B: nt; C: -0.0081; D: 7%; E: -2; F: -0.27; G: -28; H: -11; I: 0.2

Cc1nnc2ccc(N3CCN(c4ccccn4)CC3)nn12
  A: 0.9; B: 3; C: nt; D: 4%; E: -4; F: -0.0069; G: 1; H: 3; I: -0.39

CCOC(=O)c1c(NC(=O)C(F)(OC)C(F)(F)F)sc(C(=O)N2CCCCC2)c1C (configuration not stated)
  A: 0.9; B: 78*; C: 2; D: 0%; E: 20; F: 0.52; G: 2; H: 5; I: 0.13

CCc1ccc(N(CC(=O)Nc2ccc(OC)cc2OC)S(C)(=O)=O)cc1
  A: 0.9; B: 2; C: 0.036; D: 7%; E: 7; F: 0.31; G: -15; H: 4; I: 0.031

O=S(NCc1ccccc1)C12CC3CC(CC(C3)C1)C2 (configuration not stated)
  A: 0.9; B: -11; C: -0.89; D: 3%; E: -7; F: -0.41; G: -7; H: -2; I: -0.32

Cc1csc(NC(=O)CNS(=O)(=O)c2cccs2)n1
  A: 1.1; B: -12; C: -0.56; D: 3%; E: -5; F: -0.16; G: -6; H: nt; I: -0.57

CCOc1ccc(NC(=O)CSc2nnc(Cn3c(=O)sc4ccccc43)n2C)cc1
  A: 0.9; B: 0; C: -0.027; D: 5%; E: 3; F: 0.58; G: -6; H: 1; I: 0.31

COc1cc(NC(=O)C2CC2)c(C(=O)O)cc1OC
  A: 0.9; B: -4; C: 0.26; D: 3%; E: 15; F: 0.89; G: 3; H: nt; I: 0.16

COC(=O)c1cc(S(=O)(=O)n2nc(C)cc2C)c(Cl)cc1Cl
  A: 0.9; B: -15; C: -0.069; D: 3%; E: 10; F: -0.18; G: -6; H: -4; I: 0.19

CCC(C)NC(=O)C1CCCN(C(=O)Nc2ccc(F)cc2)C1 (configuration not stated)
  A: 0.9; B: -14; C: 0.34; D: 8%; E: 14; F: 0.2; G: -2; H: 9; I: 0.8

O=C(Oc1ccccc1C(=O)N1CCOCC1)c1ccccc1
  A: 1; B: -2; C: -0.71; D: 1%; E: 15; F: -0.19; G: -6; H: -5; I: 0.075

O=C(OCc1nc2ccc(Cl)cc2n1CCO)c1ccc2c(c1)OCO2
  A: 0.9; B: 11; C: nt; D: 5%; E: 15; F: 2.3; G: -12; H: 10; I: -0.34

CCc1c(C)nc2ncnn2c1N1CCC(C(=O)N2CCN(c3ccccc3)CC2)CC1
  A: 0.9; B: -12; C: -0.73; D: 6%; E: 8; F: 0.045; G: -12; H: -1; I: -0.48

COC(=O)C1=C(N)OC2=C(C(=O)CC(C)(C)C2)C1c1cccnc1 (configuration not stated)
  A: 0.9; B: -4; C: nt; D: 7%; E: 10; F: 0.94; G: 0; H: nt; I: 0.072

O=C(CSc1ccc2nnc(-c3ccc(F)cc3)n2n1)NCC1CCCO1 (configuration not stated)
  A: 0.9; B: -15; C: -0.13; D: 11%; E: 17; F: 0.56; G: 6; H: -7; I: 0.66

This is a random part of the collection; any-hit rate near 15%.
